Bioassay records (PubChem BioAssay)
DAT uptake mod: modulates human dopamine transporter uptake under cocaine; LLC-PK1 hDAT cells, [14C]-dopamine uptake with cocaine IC80; actives deviate in either direction; B-score at 10 µM; actives 1.3% (n = 110,000);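 active means Z score or B-score, a plate-position-corrected score, falls beyond the plate's 99.7% confidence bounds, in either direction; inactive means both scores lie inside the 99.7% bounds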;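 further: scored against the spread of the other compound wells on the same plate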
Target sequence (Q01959 whole entry, looked up): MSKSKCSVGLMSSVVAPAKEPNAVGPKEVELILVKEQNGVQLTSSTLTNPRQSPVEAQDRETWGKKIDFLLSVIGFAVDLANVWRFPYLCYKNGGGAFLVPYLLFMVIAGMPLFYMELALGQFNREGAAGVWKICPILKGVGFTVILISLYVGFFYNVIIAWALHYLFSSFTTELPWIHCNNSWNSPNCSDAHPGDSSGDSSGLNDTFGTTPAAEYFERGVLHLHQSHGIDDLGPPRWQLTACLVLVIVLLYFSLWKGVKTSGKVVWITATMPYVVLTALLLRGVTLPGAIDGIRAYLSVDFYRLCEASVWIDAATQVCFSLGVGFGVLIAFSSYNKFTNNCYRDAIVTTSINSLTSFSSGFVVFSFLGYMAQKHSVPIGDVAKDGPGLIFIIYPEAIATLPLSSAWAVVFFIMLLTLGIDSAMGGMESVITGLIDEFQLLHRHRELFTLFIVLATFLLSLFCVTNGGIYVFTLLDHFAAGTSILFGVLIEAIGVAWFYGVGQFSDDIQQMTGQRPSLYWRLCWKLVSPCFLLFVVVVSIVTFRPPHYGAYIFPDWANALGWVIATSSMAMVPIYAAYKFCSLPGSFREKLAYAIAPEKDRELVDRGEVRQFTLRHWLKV
Calb biofilm kill: kills Candida albicans biofilms | actives 0.14% (n = 85,000) | inhibition, % at 6 µM | C. albicans biofilm + clotrimazole, Alamar Blue;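 active means inhibition above 20%; inactive means inhibition below 20%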;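 further: preformed 24 hr biofilms exposed to compound for 48 hr; 0% = biofilm without compound and 100% = blank killed by clotrimazole plus chlorhexidine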
Starred values were filed as active, the others as inactive; / = not tested or not shown; & = joins results of further samples.

Sequence of screens: Calb biofilm kill | DAT uptake mod
- CCCOc1ccccc1-c1nc2n[nH]nc2c(=O)[nH]1
→ / | 0.15
- CC(=O)[C@H]1CC[C@H]2[C@@H]3C[C@H](C)C4=CC(=O)CC[C@]4(C)[C@H]3[C@@H](O)C[C@]12C
→ / | 0.81
- O=C1N(c2ccccc2)c2ccccc2C1(Cc1ccncc1)Cc1ccncc1
→ / | 0.2&2
- CN1CCC(=C2c3ccccc3CCc3sccc32)CC1
→ / | 0.31
- CC(=O)O[C@]1(C(C)=O)CC[C@H]2[C@@H]3C=C(Cl)C4=CC(=O)[C@@H]5C[C@@H]5[C@]4(C)[C@H]3CC[C@@]21C
→ / | -0.46
- O=C1NCC2(CCN(CCc3ccccc3)CC2)O1
→ / | -0.19
- CC(Oc1c(Cl)cccc1Cl)C1=NCCN1 (configuration not stated)
→ / | 0.55
- CC(C)Cn1cnc2c1c(=O)n(C)c(=O)n2C
→ / | 0.038
- Cc1coc2c1C(=O)C(=O)c1c-2ccc2c1CCCC2(C)C
→ / | 1.3
- Nc1cc(-c2ccncc2)c[nH]c1=O
→ / | -0.11
- COc1nc(C)nc(Cl)c1NC1=NCCN1
→ / | 0.58
- C[C@H](CCC(=O)O)[C@H]1CC[C@H]2[C@@H]3[C@@H](O)C[C@@H]4C[C@H](O)CC[C@]4(C)[C@H]3CC[C@]12C
→ / | 0.51
- C[C@]12CC[C@H]3[C@@H](CCC4=CC(=O)CC[C@@]43C)[C@@H]1CC[C@@H]2C(=O)CO
→ -4 | -0.043
- COc1ccccc1OCC(O)COC(N)=O (configuration not stated)
→ -1 | -0.023
- COc1ccc(CN(CCN(C)C)c2ccccn2)cc1
→ 12 | 0.011
- c1ccc2c(CC3=NCCN3)cccc2c1
→ 0 | 0.7
- NS(=O)(=O)c1cc2c(cc1C(F)(F)F)NC(Cc1ccccc1)NS2(=O)=O (configuration not stated)
→ 7 | -0.96
- CC1=NN(c2ccccc2)C(=O)C1
→ 3 | -0.14
- CN(C)CCCN1c2ccccc2Sc2ccccc21
→ 6 | -0.026

In another format: results already given.
Compound	Calb biofilm kill	DAT uptake mod
c1ccc2c(CC3=NCCN3)cccc2c1	0	0.7
NS(=O)(=O)c1cc2c(cc1C(F)(F)F)NC(Cc1ccccc1)NS2(=O)=O (configuration not stated)	7	-0.96
CC1=NN(c2ccccc2)C(=O)C1	3	-0.14
CN(C)CCCN1c2ccccc2Sc2ccccc21	6	-0.026

Profiles from above:
CN(C)CCCN1c2ccccc2Sc2ccccc21 is listed as Calb biofilm kill = 6; DAT uptake mod = -0.026
NS(=O)(=O)c1cc2c(cc1C(F)(F)F)NC(Cc1ccccc1)NS2(=O)=O (configuration not stated) is listed as Calb biofilm kill = 7; DAT uptake mod = -0.96

Sorted by value in DAT uptake mod (lowest first): 3 from the list above
SMILES	DAT uptake mod
CC1=NN(c2ccccc2)C(=O)C1	-0.14
CN(C)CCCN1c2ccccc2Sc2ccccc21	-0.026
c1ccc2c(CC3=NCCN3)cccc2c1	0.7

Only part of the results is shown; the hit share may differ from the screen's.
